TNAP act hiacc: increases human TNAP activity under high phosphate acceptor concentration. purified TNAP, CDP-star luminescence, 1 M DEA, 30 min; stronger effect = higher value; 0 = EDTA background, 1 = DMSO-only activity. activation factor at 20 µM. P05186. 200,000 tested, under 10 active;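 active means activation factor at least 2 at 20 µM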
Target sequence (P05186 whole entry, looked up): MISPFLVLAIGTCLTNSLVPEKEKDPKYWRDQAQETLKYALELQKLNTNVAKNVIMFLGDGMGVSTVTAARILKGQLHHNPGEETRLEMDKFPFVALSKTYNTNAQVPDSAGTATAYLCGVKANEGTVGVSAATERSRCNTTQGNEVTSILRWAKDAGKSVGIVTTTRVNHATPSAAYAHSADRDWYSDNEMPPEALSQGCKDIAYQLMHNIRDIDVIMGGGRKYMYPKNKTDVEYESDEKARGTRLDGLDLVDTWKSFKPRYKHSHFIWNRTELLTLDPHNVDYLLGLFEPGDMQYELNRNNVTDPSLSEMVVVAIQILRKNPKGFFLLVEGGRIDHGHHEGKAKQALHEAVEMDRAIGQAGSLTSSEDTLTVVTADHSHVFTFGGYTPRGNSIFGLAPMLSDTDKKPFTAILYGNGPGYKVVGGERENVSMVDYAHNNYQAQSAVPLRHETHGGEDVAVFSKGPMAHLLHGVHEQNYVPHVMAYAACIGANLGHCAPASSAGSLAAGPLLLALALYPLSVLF
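Dosing: 20 µM single point. System: human TNAP. Amount: TNAP 1/800 final. Incubation: 30 min, room temperature. Read-out: TNAP activation factor scaled between EDTA and DMSO control wells. Signal: luminescence from CDP-star hydrolysis. Medium: 1 M DEA, pH 9.8, Mg2+, Zn2+. Control set: EDTA negative control, DMSO positive control.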
bIAP act: intestinal alkaline phosphatase (bovine) activation; 200,000 tested, 0.17% active; AID 1016; purified bovine IAP, CDP-star luminescence, 30 min; stronger effect = higher value; fold of DMSO-control signal, blank-subtracted; activation factor at 20 µM;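 active means activation factor of 2 or more at 20 µM, a signal rise over negative controls twice the positive control's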
HMGR II inh: blocks class II HMG-CoA reductase of Enterococcus faecalis. purified E. faecalis HMGR, NADPH absorbance 340 nm kinetic. inhibition, % at 10 µM. 190,000 tested, 0.41% active. AID 1066;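 active means inhibition above a set limit, the median over all tested compounds plus 3 SD, cut at about 9.5% in these data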;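 further: enzyme runs in reverse so mevalonate oxidation gives rising NADPH absorbance; 0% = complete reaction with DMSO and 100% = background rate lacking mevalonate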
TNAP inh noacc: TNAP (human) inhibition, acceptor-free conditions | P05186 | purified TNAP, CDP-star luminescence, 30 min | inhibition, % at 20 µM | 200,000 tested, 0.26% active;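 active means tissue-nonspecific alkaline phosphatase inhibition above about 50% at 20 µM in the single-dose screen, limit read from the data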;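 further: 0% = DMSO negative control and 100% = EDTA positive control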
SRC2 TRFRET art: TR-FRET artefact, counter-screen to PPARgamma/SRC-2 agonist assay; stronger effect = higher value; TR-FRET ratio at 8 µM; 200,000 tested, 0.4% active; in the data active means TR-FRET ratio above about 2000; further: inactives centre near 1500
TNAP inh hiacc: blocks human TNAP under high phosphate acceptor concentration. 200,000 tested, 0.03% active. P05186. inhibition, % at 20 µM. AID 1135. purified TNAP, CDP-star luminescence, 1 M DEA;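 active means over 50% inhibition of tissue-nonspecific alkaline phosphatase at 20 µM in the single-dose screen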;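 further: plate controls were DMSO wells for no effect and EDTA-quenched wells as full inhibition for full effect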
PPARg SRC1 recr: PPARgamma-driven SRC-1 recruitment agonism | 200,000 tested, 0.41% active | PPARgamma-SRC-1 coactivator recruitment biochemical assay | activation, % at 8 µM | P37231; in the data active means activation above about 19%;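 further: 0% = DMSO and 100% = reference agonist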
Target sequence (P37231 whole entry, looked up): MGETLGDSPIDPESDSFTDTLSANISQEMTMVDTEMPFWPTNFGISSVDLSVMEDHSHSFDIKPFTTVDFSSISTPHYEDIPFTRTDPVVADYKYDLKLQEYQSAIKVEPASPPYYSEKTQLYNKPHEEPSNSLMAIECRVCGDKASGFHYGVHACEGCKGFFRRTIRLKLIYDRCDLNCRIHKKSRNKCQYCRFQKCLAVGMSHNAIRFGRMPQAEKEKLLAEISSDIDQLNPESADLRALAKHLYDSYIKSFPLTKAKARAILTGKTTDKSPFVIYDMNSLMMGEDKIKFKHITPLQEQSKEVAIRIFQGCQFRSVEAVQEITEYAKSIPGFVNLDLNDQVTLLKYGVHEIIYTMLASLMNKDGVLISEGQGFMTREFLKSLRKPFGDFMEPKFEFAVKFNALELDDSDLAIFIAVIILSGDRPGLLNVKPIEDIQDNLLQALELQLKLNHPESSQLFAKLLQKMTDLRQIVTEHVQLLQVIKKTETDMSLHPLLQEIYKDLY
PPARg SRC-2 ag: agonists of SRC-2 recruitment by human PPARgamma | P37231 | PPARgamma LBD-SRC-2 recruitment, biochemical | activation, % at 8 µM | 200,000 tested, 0.34% active; in the data active means activation above about 22%;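 further: 0% = vehicle and 100% = reference agonist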
bIAP inhibitor: intestinal alkaline phosphatase (bovine) inhibition; purified bovine IAP, CDP-star luminescence, 30 min; inhibition, % at 20 µM; 190,000 tested, under 10 active; AID 1019;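 active means over 50% inhibition of intestinal alkaline phosphatase at 20 µM in the single-dose screen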
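System: purified bovine intestinal alkaline phosphatase (IAP) enzyme; Input: IAP diluted 1/65,000,000 in the well; Measured by: CDP-star luminescence signal; Compound dosing: 20 µM single dose; Incubation: 30 min reaction at room temperature.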
PPARg SRC3 recr: PPARgamma-driven SRC-3 recruitment agonism | biochemical PPARgamma/SRC-3 coactivator recruitment assay | activation, % at 8 µM | 200,000 tested, 0.26% active; in the data active means activation above about 23%;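 further: 0% = DMSO and 100% = reference agonist; some compounds past the cut are filed as inactive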
Starred values were filed as active, the others as inactive; . = not tested or not shown. Random draw from the library. About 1.6% of those tested had a hit in this group.

SMILES | TNAP act hiacc | bIAP act | HMGR II inh | TNAP inh noacc | SRC2 TRFRET art | TNAP inh hiacc | PPARg SRC1 recr | PPARg SRC-2 ag | bIAP inhibitor | PPARg SRC3 recr
COc1cc(NC(=O)Cc2ccc(Cl)cc2)ccc1NC(=O)c1ccco1 | 1 | 1 | -5.5 | 3.2 | 1425 | -3.7 | 8.4 | 1.1 | -3.2 | -4.5
O=C1c2ccccc2C(Nc2ccc(F)cc2F)N1CCN1CCOCC1 (centres undefined) | 1 | 1 | -1.6 | -5.2 | 1218 | -1.3 | -4.2 | -2.3 | 2.9 | -3.8
CCOc1ccc(C(=O)NC2CC3CCCC(C2)N3CC(C)C)cc1 (centres undefined) | 1 | 1 | -5.4 | -5.6 | 1733 | -4.2 | 5.2 | -1.5 | -2.9 | 4.6
COCc1ccc(CN2CCc3c([nH]c4ccccc34)C2CC(C)C)o1 (centres undefined) | 1 | 1.3 | 0.5 | -7.6 | 1571 | 2.7 | -0.3 | 3.5 | -32.5 | 0.0
O=C(CNC(=O)c1ccc(F)cc1)N/N=C/c1cn[nH]c1-c1ccccc1 | 1 | 1.2 | -6.3 | 34.1 | 1447 | -0.6 | -6.4 | -11.1 | -24.7 | 1.2
Cn1cc(SCC(=O)N2CCN(c3ccccc3)CC2)c2ccccc21 | 1.1 | 1 | -2.9 | -18.5 | 1589 | -10.2 | 4.7 | -0.3 | 2.8 | -2.3
CC(C)c1ccc2oc(=O)cc(CN3CCN(c4ccc(F)cc4)CC3)c2c1 | 1 | 0.9 | 1.9 | -5.7 | 1513 | -2.4 | 11.5 | -4.0 | 10.4 | 4.2
CCCNC(=O)c1ccc(N(Cc2ccccc2)S(C)(=O)=O)cc1 | 1 | 0.9 | -3.1 | 0.0 | 1454 | -0.1 | 0.0 | 7.3 | 10.7 | 6.4
O=C(CSc1ccccc1C(=O)O)c1ccc([N+](=O)[O-])cc1 | 1 | 1 | 2.8 | 2.4 | 1656 | 3.5 | 2.8 | -2.8 | -3.1 | 0.5
COC(=O)CCC(NC(=O)c1cc(-c2ccc3c(c2)OCCO3)oc1C)C(=O)OC (centres undefined) | 1.1 | 1 | 0.7 | -17.4 | 1491 | -7.2 | 3.0 | 0.1 | -1.7 | 3.9
O=C(Nc1nnc(CCc2ccccc2)s1)c1ccco1 | 1 | 1 | -2.1 | -3.3 | 1622 | -2.7 | -5.1 | -4.9 | -4.4 | -3.9
Cc1ccsc1/C=N/NC(=O)CO | 1 | 1.1 | 1.7 | -4.3 | 1706 | -1.7 | 4.8 | -2.1 | -5.1 | 1.1
O=C1CCCN1CCC1CCCCN1Cc1nc(COc2ccccc2)no1 (centres undefined) | 1 | 1 | -2.0 | -7.6 | 1452 | -0.4 | 10.5 | -4.2 | -0.9 | -3.4
CSc1ccc(C2C(C#N)=C(N)Oc3c2ccc(=O)c2c(C)oc(C)c32)cc1 (centres undefined) | 1 | 1.1 | -5.5 | 1.7 | 1664 | -3.6 | 4.9 | 8.1 | -6.2 | 8.7
O=C(COC(=O)c1ccc2ccccc2c1)Nc1ncc(C(F)(F)F)cc1Cl | 1 | 1 | 2.8 | -13.3 | 1485 | -3.8 | -3.0 | 5.1 | 4.4 | -7.5
COC(=O)c1sccc1NC(=S)Nc1ccccc1 | 1 | 1 | -0.7 | -6.5 | 1552 | -0.1 | -6.9 | 10.0 | 0.8 | -0.3
O=C(/C=C/c1cn(CC(O)CN2CCCCC2)c2ccccc12)c1cccs1 (centres undefined) | 0.9 | 0.9 | -1.0 | 7.4 | 1631 | 12.9 | 4.7 | 10.4 | 6.5 | 2.6
COc1ccc(CN(CC2CCCO2)C(=O)CN2C(=O)COc3ccccc32)cc1OC (centres undefined) | 1 | 1 | -0.3 | 3.1 | 1477 | -4.5 | 0.2 | 3.5 | -2.4 | 9.2
CCn1c2ccccc2c2cc(NC(=O)c3ccc(Br)o3)ccc21 | 0.9 | 1 | -0.9 | -9.5 | 1615 | 6.4 | -1.5 | 0.1 | -0.5 | 5.2
O=C1C2C3C=CC(C3)C2C(=O)N1c1ccc(N2CCN(c3ccccn3)CC2)c([N+](=O)[O-])c1 (centres undefined) | 0.9 | 1 | -6.4 | -5.5 | 1405 | 5.5 | -2.6 | -4.0 | 1.0 | -2.1
Cc1ccc(NC(=O)/C(=C/C=C/c2ccccc2)NC(=O)c2ccccc2)cc1 | 1 | 0.8 | -7.2 | -5.6 | 1409 | -2.0 | 9.5 | 3.3 | 15.6 | -3.4
CCn1nnc(NC(=O)c2cc(Cl)c(OC)c(Cl)c2)n1 | 1 | 0.8 | -5.2 | -8.0 | 1458 | -4.2 | 8.2 | -1.5 | 19.9 | 6.0
COc1cc(OC)cc(OCC(O)Cn2cnc3cc(C)c(C)cc32)c1 (centres undefined) | 1.1 | 1.1 | -1.6 | -9.8 | 1390 | -7.4 | -1.7 | -4.7 | -8.4 | -5.7
CC(C)N(C(=O)CSc1ncnc2sc(-c3ccccc3)cc12)C(C)C | 1 | 1 | 1.7 | 1.8 | 1540 | 2.6 | 0.0 | 1.0 | 1.2 | 0.6
COc1ccc(C2(C(=O)NCC3CCCO3)CCOCC2)cc1 (centres undefined) | 1 | 0.9 | -1.7 | -8.1 | 1634 | -2.6 | 5.4 | 1.4 | 6.9 | -2.9
N/C(=N\N=C\c1ccc2c(c1)OCO2)c1nonc1N | 1 | 1.1 | -6.0 | -6.7 | 1623 | -3.2 | 3.9 | 6.7 | -5.5 | 6.5
O=C(NCc1ccco1)c1ccc(COCC(F)(F)F)cc1 | 1.1 | 0.9 | -3.5 | -1.6 | 1585 | -5.2 | 5.1 | 5.5 | 6.4 | 2.0
Cc1ccc(S(=O)(=O)N/N=C/c2ccc(OCC(=O)NC(C)C)cc2)cc1 | . | . | . | . | 1566 | . | -3.9 | -0.7 | . | 11.4
O=C(Nc1ccccc1)c1cccc(S(=O)(=O)Nc2ccccn2)c1 | 1.1 | 1.1 | -7.1 | -7.0 | 1613 | -5.8 | -1.1 | 1.5 | -6.8 | 2.8
CCOC(=O)c1cnc(SCc2ccccc2)nc1N | 1 | 0.9 | -11.0 | -9.5 | 1585 | -2.8 | 1.2 | 8.6 | 11.1 | -6.0
CCSc1nnc(-c2cccc(S(=O)(=O)N(CC)CC)c2)n1Cc1ccccc1 | 1.1 | 1.1 | -1.9 | -10.3 | 1595 | -5.3 | 2.8 | -0.2 | -8.7 | 23.0
COc1ccc(/C=C(\NC(=O)c2ccc(C)cc2)C(=O)NCC2CCCO2)cc1 (centres undefined) | 1 | 0.9 | -6.4 | -5.7 | 1470 | 4.0 | -2.1 | 0.2 | 10.7 | 1.7
O=C(c1cccnc1)N1CCN(S(=O)(=O)c2ccc(F)cc2)CC1 | 1.1 | 1.1 | -4.2 | -7.9 | 1606 | -8.2 | 5.1 | 2.2 | -9.5 | 4.1
Cc1ccc(N2CC(C(=O)NCc3ccc(C)n3C)CC2=O)cc1 (centres undefined) | 1 | 1.3 | -4.8 | -0.2 | 1682 | 1.6 | 4.0 | 12.4 | -31.2 | 1.6
C=CCNc1oc(-c2ccc(OCC)cc2)nc1C#N | 1 | 0.8 | -3.1 | -16.7 | 1423 | -0.9 | 7.7 | 7.5 | 20.1 | -4.1
N#CCc1nn(-c2ccccc2)c(N)c1C#N | 1 | 0.9 | -6.8 | -8.3 | 1616 | 3.4 | -1.0 | 10.7 | 5.0 | 2.6
Cc1nn(-c2ccccc2)c(Cl)c1CN(C(=O)CCl)c1cccc2ccccc12 | 1.1 | 0.8 | -1.0 | -14.0 | 1702 | -6.1 | 9.4 | 4.5 | 15.9 | 9.9
COc1cc(/C=C2/C(=O)NN(c3cccc(F)c3)C2=O)ccc1OC(=O)c1ccco1 | 0.8 | 2.1* | 2.8 | 9.9 | 1554 | 23.2 | -0.2 | -4.3 | -108.9 | 1.9
CCOC(=O)N1CCN(C(=O)c2ccccc2NC(C)=O)CC1 | 1 | 1.1 | 1.0 | -1.7 | 1458 | 2.6 | -1.1 | -2.5 | -14.7 | -0.5
O=C(Nc1nccs1)c1sc2cc(Cl)ccc2c1Cl | 1 | 1 | -0.4 | -3.4 | 1616 | -0.8 | 7.9 | -2.2 | 1.6 | -8.1
CCc1ccc(CNC(=O)Cn2nc(-c3ccccc3)ccc2=O)cc1 | 1 | 1 | -5.9 | 0.2 | 1356 | -0.4 | -9.9 | -7.9 | 2.8 | 1.4
Cc1ccccc1OCc1nnc(SCC(=O)NCc2ccccc2)n1C | 1 | 1 | -4.0 | -4.3 | 1313 | -4.4 | -5.3 | -6.7 | 0.8 | -6.4
CCCP(=O)(CC(=O)N(CC)CC)c1ccccc1 (centres undefined) | 1.1 | 1.1 | -6.4 | -8.5 | 1542 | -5.4 | 4.3 | 3.7 | -6.1 | 13.3
Cc1ccc(C)c2[nH]c(=O)c(C(c3nnnn3CCc3ccccc3)N3CCOCC3)cc12 (centres undefined) | 1 | 0.9 | -1.5 | -12.5 | 1682 | -4.5 | 14.9 | 3.6 | 7.1 | 0.9
CC1Oc2ccccc2N(CC(=O)c2ccc(F)cc2)C1=O (centres undefined) | 1 | 1 | -1.6 | 4.1 | 1537 | -2.9 | -3.0 | -0.5 | -1.7 | 1.5

Shown with each value named: part of the list above.
smiles: N#CCc1nn(-c2ccccc2)c(N)c1C#N
- TNAP act hiacc = 1
- bIAP act = 0.9
- HMGR II inh = -6.8
- TNAP inh noacc = -8.3
- SRC2 TRFRET art = 1616
- TNAP inh hiacc = 3.4
- PPARg SRC1 recr = -1.0
- PPARg SRC-2 ag = 10.7
- bIAP inhibitor = 5.0
- PPARg SRC3 recr = 2.6
smiles: Cc1nn(-c2ccccc2)c(Cl)c1CN(C(=O)CCl)c1cccc2ccccc12
- TNAP act hiacc = 1.1
- bIAP act = 0.8
- HMGR II inh = -1.0
- TNAP inh noacc = -14.0
- SRC2 TRFRET art = 1702
- TNAP inh hiacc = -6.1
- PPARg SRC1 recr = 9.4
- PPARg SRC-2 ag = 4.5
- bIAP inhibitor = 15.9
- PPARg SRC3 recr = 9.9
smiles: COc1cc(/C=C2/C(=O)NN(c3cccc(F)c3)C2=O)ccc1OC(=O)c1ccco1
- TNAP act hiacc = 0.8
- bIAP act = 2.1*
- HMGR II inh = 2.8
- TNAP inh noacc = 9.9
- SRC2 TRFRET art = 1554
- TNAP inh hiacc = 23.2
- PPARg SRC1 recr = -0.2
- PPARg SRC-2 ag = -4.3
- bIAP inhibitor = -108.9
- PPARg SRC3 recr = 1.9

The list goes on:
SMILES | TNAP act hiacc | bIAP act | HMGR II inh | TNAP inh noacc | SRC2 TRFRET art | TNAP inh hiacc | PPARg SRC1 recr | PPARg SRC-2 ag | bIAP inhibitor | PPARg SRC3 recr
COc1ccc(S(=O)(=O)N2CCC[C@H]2C(=O)NC2=NCCS2)cc1 | 1.1 | 1 | 0.5 | -15.4 | 1525 | -10.5 | 0.5 | 0.9 | -4.4 | 6.6
Cc1ccsc1/C=C1/SC(N2CCOCC2)=NC1=O | 1 | 0.3 | -5.4 | -9.8 | 1471 | -1.1 | 5.5 | 1.9 | . | -0.1
NC(=O)c1ccccc1N(Cc1ccccc1)S(=O)(=O)c1ccccc1 | 1.1 | 0.9 | 6.9 | -9.4 | 1613 | -6.8 | 2.3 | -1.4 | 9.2 | 6.2
O=c1[nH]ncc(NCCc2ccccc2)c1Cl | 1 | 1 | 3.2 | -5.5 | 1594 | -1.0 | -1.4 | 3.9 | -1.1 | 4.9
O=C(Nc1ccc(Cl)cn1)c1cccc(F)c1 | 1 | 0.9 | 4.1 | -13.5 | 1330 | -4.8 | -5.6 | -3.7 | 10.4 | -0.5
